High-throughput results deposited in PubChem by several laboratories.
NF-kB expr up: raises NF-kB expression in human neuronal cells | NF-kB reporter expression; stronger effect = higher value | fold change at 12.5 µM | actives 1.6% (n = 190,000) | AID 1239; in the data active means fold change above about 3.3
APP 5'UTR act: activates APP 5'UTR luciferase reporter; SH-SY5Y APP 5'UTR luciferase reporter, luminescence; zero percent = DMSO vehicle wells; activation, % at 2 µM; actives 1% (n = 190,000); AID 1276;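 active means activation above a set limit, based on mean plus 3 SD of controls, cut at about 140% in these data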; further: values of inactives mirror those of a sister screen read the other way
Hsp70 activator: transcriptional activators of Hsp70 | HeLa Hsp70 promoter luciferase reporter, luminescence; scaled: vehicle 0, proteasome-inhibitor control 100% | activation, % at 10 µM | actives 0.04% (n = 200,000) | AID 1203;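 active means activation above the mean across all tested compounds plus 3 SD, cutoff set per campaign, cut at about 5.5% in these data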;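 further: 100% = MG132 at 30 µM as the positive control and 0% = DMSO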
FLuc stim CS: affects firefly luciferase, flagging false hits in luciferase stimulation screens. P08659. ATPlite luciferase biochemical, luminescence, 10 min; 0 = ATP-free wells, 1 = DMSO control. activation factor at 10 µM. 200,000 tested, under 10 active;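 active means luciferase activation factor, scaled between plate controls, of at least 2 with compound at 10 µM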
Target sequence (P08659 whole entry, looked up): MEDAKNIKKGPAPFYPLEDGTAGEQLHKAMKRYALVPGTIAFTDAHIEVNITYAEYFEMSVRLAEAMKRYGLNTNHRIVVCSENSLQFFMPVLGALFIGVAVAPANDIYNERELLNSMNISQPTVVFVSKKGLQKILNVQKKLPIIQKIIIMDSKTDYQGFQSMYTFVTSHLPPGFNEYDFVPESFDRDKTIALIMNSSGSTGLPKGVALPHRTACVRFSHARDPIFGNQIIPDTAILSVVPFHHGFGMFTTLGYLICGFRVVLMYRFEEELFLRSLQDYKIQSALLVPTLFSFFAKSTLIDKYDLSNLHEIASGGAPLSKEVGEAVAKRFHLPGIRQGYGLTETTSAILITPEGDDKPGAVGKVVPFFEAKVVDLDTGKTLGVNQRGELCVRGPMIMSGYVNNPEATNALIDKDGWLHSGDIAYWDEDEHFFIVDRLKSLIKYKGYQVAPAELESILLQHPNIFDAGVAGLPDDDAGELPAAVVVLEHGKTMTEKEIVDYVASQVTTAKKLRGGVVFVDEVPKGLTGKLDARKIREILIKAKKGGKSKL
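Assay system: Luciferase/luciferin detection reagent, cell-free biochemical luciferase assay / Also added: ATP substrate / Schedule: 10 min at ambient temperature / Measured by: luminescence measurement of luciferase light output / Benchmarks: low control with PBS replacing ATP, high control enzyme plus ATP without compound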
Efa HMGR inh: inhibitors of class II HMG-CoA reductase from Enterococcus faecalis; inhibition, % at 10 µM; AID 1066; purified E. faecalis HMGR, NADPH absorbance 340 nm kinetic; actives 0.41% (n = 190,000);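 active means inhibition above a set limit, the median over all tested compounds plus 3 SD, cut at about 9.5% in these data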;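 further: enzyme runs in reverse so mevalonate oxidation gives rising NADPH absorbance; 0% = complete reaction with DMSO and 100% = background rate lacking mevalonate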
FLuc inh counter: counter-screen for luciferase assay inhibitors: firefly luciferase inhibition | P08659 | ATPLite firefly luciferase biochemical luminescence, 10 min | inhibition, % at 10 µM | actives 1.5% (n = 200,000);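 active means inhibition above about 50% when tested at 10 µM, limit read from the data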
APP 5UTR inh: APP translation inhibition; SH-SY5Y APP 5'UTR-luciferase reporter, luminescence; inhibition, % at 2 µM; actives 0.82% (n = 190,000);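 active means inhibition above a set limit, derived from the sample mean plus 3 SD, cut at about 45% in these data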; further: values of inactives mirror those of a sister screen read the other way
STAT1 activator: STAT1 signaling activation | NIH 3T3 STAT1-luciferase reporter, IFN-gamma, luminescence; 100% = IFN-gamma alone, no compound | activation (% of control), % at 5.5 µM | actives 2.6% (n = 200,000) | AID 932;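 active means activation above the screen-wide mean activation plus 3 SD, cut at about 130% in these data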;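 further: raw ratio to IFN-gamma control signal so 100% means no change and 0% no light; values of inactives mirror those of a sister screen read the other way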
DTT redox prof: compounds producing H2O2 with reducing agent – biochemical, NIH compound library profiling, artefact control for MLSCN library redox annotation, primary screen. DTT-dependent redox cycling H2O2, phenol red/HRP absorbance; 100% = 100 µM peroxide control, 0% = buffer. actives 0.03% (n = 200,000). activation, % at 10 µM;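 active means activation of at least 50% relative to the plate's high and low controls in the primary single-dose screen; inactive means activation below 50%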;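 further: compound incubated with DTT at 0.8 mM final as the reducing agent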
G6PDH CS: counter-screen for G6PDH assay hits: L. mesenteroides G6PDH inhibition. Purified L. mesenteroides G6PDH, diaphorase/resazurin coupled fluorescence, 45 min. inhibition, % at 5 µM. actives 0.12% (n = 200,000). AID 1020; in the data active means inhibition above about 50%
Active calls of the source: *; / = no result given.

entry	SMILES	NF-kB expr up	APP 5'UTR act	Hsp70 activator	FLuc stim CS	Efa HMGR inh	FLuc inh counter	APP 5UTR inh	STAT1 activator	DTT redox prof	G6PDH CS
1	CC(NC(=O)CSc1nc2ccccc2c(=O)[nH]1)c1ccccc1 (stereo unspecified)	1.1	-2	0.5	1.1	1	-6	2	108	1.6	7
2	O=c1c2sccc2nc(SCc2cc(=O)n3ccccc3n2)n1-c1ccc(Br)cc1	0.52	3	-0.3	1.1	3	-5	-3	98	0.3	2
3	COc1ccc(NC(=O)CCN2C(=O)c3ccccc3S2(=O)=O)cc1	1.4	16	-0.5	1.1	-2	-7	-16	97	-0.1	19
4	CC(C)(C)OC(=O)N/N=C/c1cn(-c2ccccc2)nc1-c1cccnc1	0.46	15	-0.5	1	-5	1	-15	89	-0.8	-1
5	CC(=O)c1cccc(NC(=O)C2CC(=O)N(CCc3ccccc3)C2)c1 (stereo unspecified)	0.96	0	0.0	1	-1	-1	0	104	0.4	-1
6	Cc1c(C)n(C(=O)CSc2nccn2C)c2ccccc12	1.1	11	0.1	1	-4	-2	-11	87	2.7	5
7	Cc1cc(C(F)(F)F)n(-c2nc(C(=O)NN)cs2)n1	1.1	27	3.0	1.1	2	-5	-27	97	-2.6	0
8	Cc1ccc(N(C(=O)c2ccc(S(=O)(=O)N3CCOCC3)cc2)C2C=CS(=O)(=O)C2)cc1 (stereo unspecified)	1.1	-12	0.3	1.1	1	-6	12	99	-1.4	-1
9	CCN(CC)C(=O)CSc1nc2sc3c(c2c(=O)n1-c1ccc(C)cc1)CC(C)(C)SC3	0.87	25	0.0	1	-4	-5	-25	93	0.4	4
10	O=C1CN(C(=O)c2ccco2)C(c2ccc(F)cc2)c2cc(Cl)ccc2N1 (stereo unspecified)	/	-2	-0.2	/	/	/	2	100	2.5	/
11	O=C(O)CS(=O)(=O)CC(=O)NCc1cccc(C(F)(F)F)c1	0.91	-11	-0.2	1	-4	-4	11	108	-1.0	4
12	Cc1cccn2c(CN3CCCC(c4ccccc4)C3)c(C(=O)N3CCOCC3)nc12 (stereo unspecified)	0.88	-10	0.0	1.1	-5	-7	10	104	-0.8	10
13	O=S(=O)(NCCOC12CC3CC(CC(C3)C1)C2)c1cccc2nsnc12	0.73	32	-0.2	1	-1	-3	-32	95	1.5	4
14	O=[N+]([O-])c1cc(-c2nnc(Nc3ccccc3)c3ccccc23)ccc1N1CCOCC1	0.55	32	-0.3	1	-3	4	-32	100	0.6	-14
15	CCCC(=O)N1CC(=O)Nc2ccc(F)cc2C1c1ccccc1 (stereo unspecified)	0.89	-2	-0.3	1	-5	-4	2	99	-1.5	-3
16	Cc1cc(O)c(-c2ccno2)cc1Cl	0.97	0	-0.3	1	0	-2	0	101	-0.4	-1
17	O=C(CN1N=C(c2ccc(Cl)cc2)CCC1=O)NCc1cccs1	1.1	-3	0.0	1.1	-3	-6	3	95	-0.2	43
18	O=C(O)c1ccc(-c2ccc(O)c(F)c2)cc1	1.2	0	0.0	1	2	1	0	94	0.0	-3
19	CCOC(=O)C1C(=O)NCC1c1ccccc1 (stereo unspecified)	1.1	22	-0.6	1	-1	-3	-22	96	0.2	6
20	Cc1nnc(SCC(=O)NCc2ccccc2Cl)n(N)c1=O	0.87	3	-0.2	1	-1	2	-3	99	0.5	-9
21	Cc1nn(C)cc1/C=N/NC(=O)C(C)(C)Oc1ccc(Cl)cc1	1.5	8	0.0	1	-6	-2	-8	95	0.1	7
22	O=C(CSc1nnc2ccccn12)NC(=O)NC1CCCC1	1	13	-0.3	1.1	-1	-5	-13	98	-0.6	-12
23	CC(=O)Nc1ccc(S(=O)(=O)NCc2ccc(C(=O)NCc3ccc4c(c3)OCO4)cc2)cc1	0.98	12	-0.1	1.1	-8	-9	-12	101	-1.9	8
24	COC(=O)Cn1cc(C#N)c2ccccc21	1.2	-3	-0.1	1	-11	-5	3	100	0.5	-5
25	O=C1CN(C(=O)c2cc3ccccc3oc2=O)C(c2ccc(F)cc2)c2cc(Br)ccc2N1 (stereo unspecified)	0.77	-2	0.0	1.1	2	-10	2	100	0.6	17

Part of the list above in a different format.
#17 O=C(CN1N=C(c2ccc(Cl)cc2)CCC1=O)NCc1cccs1
#18 O=C(O)c1ccc(-c2ccc(O)c(F)c2)cc1
#19 CCOC(=O)C1C(=O)NCC1c1ccccc1 (stereo unspecified)
#20 Cc1nnc(SCC(=O)NCc2ccccc2Cl)n(N)c1=O
#21 Cc1nn(C)cc1/C=N/NC(=O)C(C)(C)Oc1ccc(Cl)cc1
#22 O=C(CSc1nnc2ccccn12)NC(=O)NC1CCCC1
#23 CC(=O)Nc1ccc(S(=O)(=O)NCc2ccc(C(=O)NCc3ccc4c(c3)OCO4)cc2)cc1
assay / compound	17	18	19	20	21	22	23
NF-kB expr up	1.1	1.2	1.1	0.87	1.5	1	0.98
APP 5'UTR act	-3	0	22	3	8	13	12
Hsp70 activator	0.0	0.0	-0.6	-0.2	0.0	-0.3	-0.1
FLuc stim CS	1.1	1	1	1	1	1.1	1.1
Efa HMGR inh	-3	2	-1	-1	-6	-1	-8
FLuc inh counter	-6	1	-3	2	-2	-5	-9
APP 5UTR inh	3	0	-22	-3	-8	-13	-12
STAT1 activator	95	94	96	99	95	98	101
DTT redox prof	-0.2	0.0	0.2	0.5	0.1	-0.6	-1.9
G6PDH CS	43	-3	6	-9	7	-12	8

#24 COC(=O)Cn1cc(C#N)c2ccccc21
#25 O=C1CN(C(=O)c2cc3ccccc3oc2=O)C(c2ccc(F)cc2)c2cc(Br)ccc2N1 (stereo unspecified)
assay / compound	24	25
NF-kB expr up	1.2	0.77
APP 5'UTR act	-3	-2
Hsp70 activator	-0.1	0.0
FLuc stim CS	1	1.1
Efa HMGR inh	-11	2
FLuc inh counter	-5	-10
APP 5UTR inh	3	2
STAT1 activator	100	100
DTT redox prof	0.5	0.6
G6PDH CS	-5	17

The list goes on.
entry	SMILES	NF-kB expr up	APP 5'UTR act	Hsp70 activator	FLuc stim CS	Efa HMGR inh	FLuc inh counter	APP 5UTR inh	STAT1 activator	DTT redox prof	G6PDH CS
26	Cc1cc2c(c(=O)n1CCN(C)C)C(c1ccncc1)C(C#N)=C(N)O2 (stereo unspecified)	0.91	8	-0.3	1	0	-5	-8	89	0.4	9
27	CCN1CC(c2ccccc2)C(c2ccc(Cl)cc2)=N1 (stereo unspecified)	1.3	-15	-0.2	1.1	-6	-6	15	102	0.0	5
28	CO/N=C/c1ccc(N2CCCC2)c([N+](=O)[O-])c1	2.2	15	-0.3	0.8	-19	18	-15	130*	-0.7	2
29	O=C(NCCCn1ccnc1)c1ccc(Br)o1	1.3	-3	-0.3	1	5	5	3	106	0.0	8
30	O=C(Nc1nc2c(F)cc(F)cc2s1)c1ccccn1	4.2*	18	-0.3	0.3	-2	66*	-18	82	0.0	8
31	CCCNC(=O)c1ccccc1NC(=O)C1COc2ccccc2O1 (stereo unspecified)	0.81	3	0.1	1.1	0	-7	-3	99	1.3	3
32	CCOc1ccc2nc(N3CCC(C(=O)N4CCN(C(=O)c5ccco5)CC4)CC3)sc2c1	0.58	-2	0.1	0.7	0	32	2	106	-0.8	-59
33	CC1=NN(C(=O)c2c(Br)c(C)nn2C)C(O)(C(F)(F)F)C1 (stereo unspecified)	0.92	12	0.4	1	0	-2	-12	104	-0.1	19
34	Cc1ccc(Nc2nc(N)c([N+](=O)[O-])c(NCc3ccco3)n2)cc1C	1.2	50	0.2	1	-1	-5	-50	139*	0.1	6
35	CCOc1ccc(-c2[nH]ncc2Oc2cccc(OC)c2)c(O)c1	1.1	-1	-0.3	1.1	-1	-6	1	103	-1.0	6
36	CN1/C(=C\C(=O)c2cccs2)C(C)(C)c2ccccc21	1.1	-2	0.2	1.1	-3	-7	2	127	-0.4	8
37	COc1ccc(N(CC(=O)NC2CCCC2)C(=O)Cn2nnc(-c3ccc(C)cc3)n2)cc1	0.77	-9	-0.2	1.1	-1	-7	9	104	2.1	6
38	CCOC(=O)N1CCc2c(sc3nc(SC(C)C)n(N)c(=O)c23)C1	1.2	5	-0.4	1	-6	0	-6	99	-0.1	-14
39	O=C(c1ccccc1)N1CCSC1=S	1	-2	-0.1	1.1	0	-7	2	103	0.2	2
40	COc1cc2c(cc1OC)C(c1ccsc1)CC(=O)N2 (stereo unspecified)	1.3	13	-0.4	1.1	-4	-7	-13	90	0.0	1
41	COc1ccc2o/c(=N\O)c(C(=O)Nc3ccccc3OC)cc2c1	1.2	-3	0.1	1	-5	0	3	94	0.5	-2
42	[O-]/C(=C(\C(=S)Nc1cccc2ccccc12)[n+]1ccccc1)c1cccs1	0.79	10	-0.4	1	-1	-4	-10	99	0.0	10
43	CCOC(=O)c1c(NC(=O)Nc2ccc(Cl)cc2)sc(C)c1C	1.2	17	-0.4	1.1	4	-5	-17	101	-3.2	2
44	Cn1c(=O)c2c(nc(CN3CCN(c4ccccc4)CC3)n2CCCc2ccccc2)n(C)c1=O	/	11	-0.2	/	/	/	-10	97	0.7	/
45	O=C(O/N=C\c1ccc(N2CCOCC2)c([N+](=O)[O-])c1)c1ccc(F)cc1	1.1	12	-0.4	1	-4	-4	-12	102	-3.5	3
46	Cc1c(Cl)cccc1NC(=O)CSc1nnc(C)n1-c1ccccc1	0.98	5	-0.4	1	-3	1	-5	94	-0.3	-1
47	COc1ccc(N2C(=O)C3CCCN3C2c2ccccc2Cl)cc1 (stereo unspecified)	1.1	12	-0.3	1	-2	-2	-12	106	-2.3	10
48	O=C(C1COc2ccccc2O1)N1CCN(c2ccc(F)cc2)CC1 (stereo unspecified)	1.1	0	-0.4	1.1	-2	-9	0	98	0.0	-2
49	Cc1cc(C)n2c(SCC(=O)NC3CCCC(C)C3C)nnc2n1 (stereo unspecified)	0.86	20	0.0	1.1	-1	-6	-20	98	-0.5	2
50	O=S(=O)(c1ccc2c(c1)OCO2)N1CCN(c2nnnn2-c2ccccc2)CC1	0.89	18	0.1	1	-5	1	-18	104	-0.8	16
51	CCOc1ccc(C2c3c(oc4ccccc4c3=O)C(=O)N2CCCN2CCOCC2)cc1 (stereo unspecified)	1.2	15	-0.1	1	3	-1	-14	107	-0.1	10
52	CCOc1ccccc1NC(=O)C(=O)NCCC1=CCCCC1	1	-1	-0.2	1.1	-4	-6	0	99	-1.3	2
53	Cc1cc(C)n2cc(CSc3nc4ccccc4s3)nc2n1	2.7	49	-0.2	1	-6	3	-49	123	0.1	-14
54	Cc1cnc(C(=O)Nc2nnc(C3CC3)s2)cn1	1.4	11	0.1	1.1	2	-7	-11	116	-3.3	8
55	COc1ccc(Cl)cc1NC(=O)COC(=O)CCCN1C(=O)c2ccccc2C1=O	1.1	5	-0.4	1	-10	-3	-4	86	-0.1	5
56	O=C(NCc1ccccc1)c1cccc(S(=O)(=O)NCc2ccccc2)c1	1	-4	0.1	1.1	-4	-9	4	104	0.4	11
57	CCS(=O)(=O)N1CCC(C(=O)NCCCOC)CC1	1	-6	0.0	1	-1	-3	6	100	-0.7	8
58	CCOc1ccc(NC2c3ccccc3C(=O)N2Cc2ccco2)cc1 (stereo unspecified)	0.81	-7	0.2	1.1	4	-5	7	93	-0.6	18
59	COc1ccccc1C(=O)N1CCN(c2cccc(Cl)c2)CC1	1.4	-95	-0.4	1	0	0	95*	103	5.8	8
